Lipid storage S3 = qHTS Assay for Lipid Storage Modulators in Drosophila S3 Cells | Drosophila S3 cells, BODIPY lipid droplet fluorescence, 18-24 h; cells fed with added oleic acid | lipid storage change, negative = inhibition, % at the top dose, mostly 46.1 µM; hits show Potency in µM | AID 2685 | 320,000 tested, 0.64% active; active = well fitted inhibition curve with a large enough effect in the signal ratio, with a control signal flat, not every such curve was filed as active; inconclusive = small, poorly fitted or top-dose-only effect, or effect the other way, or a change in a side signal; the % refers to the signal ratio
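Drosophila S3 cells loaded with oleic acid (400 uM, as added) and compounds at several concentrations; lipid droplets imaged by 488-nm laser-scanning cytometry, 500–530 nm intensity and object ratio to cell channel. Percent activity normalized to 20 uM Triacsin C.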
Lipid storage S3 cell count max = second read-out of Lipid storage S3, no call of its own (marks repeat the call); cell number change, %; measured here: cell count max response;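 cells counted by Cell Tracker Red CMTPX staining in the red channel; peak over a dose series mostly up to 46.1 µM; percent activity relative to internal control wells on each plate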
Active calls of the source: *; i = inactive; ? = inconclusive; nt = not tested or not shown; [ ] = remark or other dose. % is set by controls: 0 for no effect and ±100 for the full control effect; potency is the fitted concentration of half-maximal effect. These rows are one share of the data; the hit share may differ from the screen's.

molecule	Lipid storage S3 cell count max	Lipid storage S3
CC(C)(C)NC(=O)c1cccc2c1OC(C)(C)C2	10.4	1.7%
CCCc1cc(N2CCOCC2)n2nc(C)c(-c3ccccc3)c2n1	nt	?
C=CCNC(=O)c1ccc(C(=O)c2ccccc2)cc1	5.1	3.5%
O=C(Cc1n[nH]c(=O)c2ccccc12)OCC(=O)c1ccccc1	-33.4	-5.4%
CCC(C(=O)NC1CCCCC1)n1c(SCc2ccc(F)cc2)nc2ccncc21 (stereo not drawn)	nt	?
CCOC(=O)C1C(c2ccc(C)o2)NC(=O)NC1(O)C(F)(F)F (stereo not drawn)	-29.7	-23.5%
CCOc1ccccc1NC(=O)Cn1nnc(C(=O)NCCc2ccc(OCC)c(OCC)c2)c1N	nt	22.7%
C=CCN1C(=O)C(C)S/C1=N\S(=O)(=O)c1ccc(Cl)cc1 (stereo not drawn)	nt	?
CC1=NOC(=O)/C1=C\c1ccccc1	nt	?
CCOc1ccc([C@@H]2CC=C(C(=O)O)[C@H](c3ccc(F)cc3)N2S(=O)(=O)c2ccc(C)cc2)cc1	nt	?
O=C(CN1CCN(S(=O)(=O)c2ccc(F)c(Cl)c2)CC1)N1CCNC1=O	nt	?
CCCOc1ccc(C(=O)C(CCC(CNCC)C(=O)c2ccc(OCCC)cc2)CNCC)cc1 (stereo not drawn)	nt	?
O=C(NCCCc1ccccc1)c1cc(COc2ccc(F)cc2Cl)on1	nt	i
CC(C)C(C)NC(=O)COc1ccc(S(=O)(=O)N2CCOCC2)cc1[N+](=O)[O-] (stereo not drawn)	2.5	-7.1%
COc1ccccc1Oc1ccc(N/C=C/C(=O)c2ccc(C)o2)cc1	nt	?
NCCNC(=O)c1c(NC(=O)c2ccccc2)sc2c1CCCC2	nt	?
c1ccc(-c2nc(NCc3ccco3)c3ccccc3n2)nc1	nt	?
O=[N+]([O-])c1ccccc1N/N=C/c1c[nH]c2ccccc12	nt	?
Brc1cc(Br)c2nc(-c3cccs3)ccc2c1	nt	?
N#Cc1c(SCC(=O)Nc2cccc(F)c2)sc2c(O)cc(=O)[nH]c12	nt	?
CC(C)C(=O)Nc1nnc(S(=O)(=O)N2c3ccccc3CC2C)s1 (stereo not drawn)	nt	?
Cc1ccc(-n2c(SCC(N)=O)nc3c([nH]c4ccccc43)c2=O)cc1	nt	?
CCOC(=O)c1c(C)oc2ccc(NS(=O)(=O)c3cccs3)cc12	nt	?
CCOC(=O)c1ccc2c(c1)nc(SC(C)C(=O)NCC1CCCO1)n2CC (stereo not drawn)	-8.7	9.6%
Cc1ccc(C(=O)N2N=C3c4ccccc4S(=O)(=O)N3[C@H]2N(C)C)cc1	5.3	-1.2%
CN(CC(=O)Nc1ccc2c(c1)OCO2)S(=O)(=O)c1cccs1	-0.8	i
O=C(O)CC1S/C(=N/N=C/c2ccc(-c3ccc(Cl)cc3[N+](=O)[O-])o2)NC1=O (stereo not drawn)	nt	?
O=C(C1CCCN(S(=O)(=O)c2ccccc2[N+](=O)[O-])C1)N1CCCC1 (stereo not drawn)	0.1	10.4%
O=C(CN1CC(=O)Nc2ccccc21)NCCc1ccc(Cl)cc1Cl	-5.9	-1.8%
O=C(C1=C[C@H](C2CC2)C[C@H](OCc2ccc(CO)cc2)O1)N1CCOCC1	12.1	-11.0%
CC(=O)N1CCN=C1SCc1c(F)cccc1Cl	nt	?
Cc1ccc(C(=O)NN2C(=O)C3C(C2=O)C2C=CC3C23CC3)cc1 (stereo not drawn)	14.8	7.6%
Cc1csc(N(C)C(=O)CSc2nnc(COc3ccccc3C)o2)n1	nt	?
Cc1cc(C(=O)CSc2nnnn2-c2ccc(O)cc2)c(C)n1Cc1ccc2c(c1)OCO2	nt	?
O=C(NN=C1CCN(Cc2ccccc2)CC1)c1cc(Br)ccc1O	7.8	0.0%
COc1cc(C(=O)Nc2nc(-c3ccc(C)cc3)cs2)ccc1OCC(=O)N1CCOCC1	nt	?
COc1cc(CC(=O)Nc2nc(-c3ccc(F)c(F)c3)cs2)cc(OC)c1OC	nt	?
CC1CN(S(=O)(=O)c2ccc(NC(=O)CCN3C(=O)c4ccccc4C3=O)cc2)CC(C)O1 (stereo not drawn)	nt	?
O=C1CC2(CCCCC2)Oc2ccc(OCC(=O)N3CCOCC3)cc21	nt	?
Cc1c2c(nc3c(C(=O)NC4CCCC4)cnn13)CCCC2	-8.4	-1.1%
CN1CCC(N(C)CC(=O)Nc2ccccc2N2CCOCC2)CC1	nt	?
CC(=C1C(=O)c2ccccc2C1=O)N1CCC(C(N)=O)(N2CCCCC2)CC1	-0.3	9.7%
CCOc1ccc(S(=O)(=O)NCc2ccccc2Cl)cc1C(N)=O	nt	?
CC[n+]1c(C)n(-c2ccccc2)c2ccc(NC(C)=O)cc21	nt	?
C=CCn1c(SCC(=O)Nc2ccccc2C)nc2sc(C)c(C)c2c1=O	nt	?
Oc1cccc(/C=N/N2CCN(c3ccccn3)CC2)c1	2.5	-10.4%
CCOC(=O)C(/C=C(\C#N)C(=O)OCC)=C(/N)N1CCN(c2ccc(OC)cc2)CC1	nt	?
CCc1cccc2c(C(=O)CSc3nnc(-c4ccncc4)n3C)c[nH]c12	-0.9	26.8%
COC(=O)c1sc(NC(=O)c2ccc(Cn3cc(Cl)cn3)o2)c(C#N)c1C	nt	?
O=C(COC(=O)CSCc1ccccc1)NCc1ccccc1	-1.8	-14.1%

Next structures
molecule	Lipid storage S3 cell count max	Lipid storage S3
O=C(NCCSCc1ccco1)Nc1ccc(Cl)cc1	nt	?
CCOC(=O)c1[nH]c(C)c(/C(O)=C2\C(=O)C(=O)N(CCCN3CCOCC3)C2c2cccnc2)c1C (stereo not drawn)	12.6	-3.7%
Nc1nc(-c2ccco2)nn1C(=O)CCc1ccccc1	14.9	3.3%
CSc1nc2ccccc2c(=O)n1C1CCOC(C)(C)C1 (stereo not drawn)	-40.1	-23.0%
Cc1c(-n2cc(C(=O)c3cc(Br)ccc3O)cc(C#N)c2=O)c(=O)n(-c2ccccc2)n1C	nt	?
CCOC(=O)NC(=S)Nc1ccc(C(C)(C)C)cc1Br	nt	?
c1ccc(Sc2ncnc3ccccc23)cc1	-4.2	6.9%
COC(=O)c1ccccc1NC(=O)C1CCCN(S(=O)(=O)c2ccc(F)cc2)C1 (stereo not drawn)	nt	i
COc1cccc(NC2c3ccccc3C(=O)N2Cc2ccco2)c1 (stereo not drawn)	-0.9	15.3%
CC(C)C(c1nnnn1C(C)(C)C)N1CCN(c2cccc(Cl)c2)CC1 (stereo not drawn)	-7.6	7.3%

One compound at a time (already shown).
`COc1ccccc1Oc1ccc(N/C=C/C(=O)c2ccc(C)o2)cc1` is listed with Lipid storage S3 cell count max = nt; Lipid storage S3 = ?
`Cc1ccc(C(=O)N2N=C3c4ccccc4S(=O)(=O)N3[C@H]2N(C)C)cc1` is listed with Lipid storage S3 cell count max = 5.3; Lipid storage S3 = -1.2%

Other structures follow.
molecule	Lipid storage S3 cell count max	Lipid storage S3
CCC(C)NC(=O)c1ccccc1NC(=O)c1ccc(CSc2ccccc2)cc1 (stereo not drawn)	nt	?
Cc1ccsc1C(=O)Nc1cccc(-n2cnnn2)c1	-3.4	i
CCCCCCSc1cccc(-c2nc3cc(C)ccn3c2NC2CCCCC2)c1	-11.8	-7.4%
N#Cc1ccc(OCC(=O)NN2Cc3ccccc3C2=N)cc1	nt	i
CC1(C)C(=O)CC[C@@]2(C)[C@H]1CC[C@@]1(C)CC3=C(CC[C@@H]12)[C@@]1(C)CCC(=O)C(C)(C)[C@@H]1CC3	nt	13.4%
Cc1c(NC(=O)Nc2cccc(F)c2)c(=O)n(-c2ccccc2)n1C	nt	?
CCCNC(=O)NCCc1c(C)[nH]c2ccccc12	8.8	-3.8%[9.22 µM]
Cc1cccc(NC(=O)NCc2ccc3[nH]c(C)cc3c2)c1	0.7	-4.4%
COc1ccc(-c2noc(N3CCC(C(=O)NCc4ccccc4Cl)CC3)n2)cc1	nt	?
Cc1cc(C)n(C2CCCCC2OC(=O)c2ccccc2)n1 (stereo not drawn)	nt	?
O=C(c1cccc(S(=O)(=O)Nc2ccccc2Cl)c1)N1CCCCCC1	nt	?
Cc1nnc(SC(C(=O)c2ccccc2)c2ccccc2)[nH]c1=O (stereo not drawn)	-14.7	i
O=C1c2ccccc2C(=O)N1CCCCSc1nc2ccccc2o1	nt	?
CC(C)c1ccc(O)c(NC(=S)NC(=O)c2cccnc2)c1	-7.9	-14.6%
Cc1cc(C)cc(-c2nnc(SCC(=O)N3CCN(C(=O)c4ccco4)CC3)o2)c1	nt	?
C=CCOc1ccc(C2NC(=O)NC(C)=C2C(=O)OC)cc1 (stereo not drawn)	nt	?
COC(=O)CC1=NN(c2ccc(OC)cc2)C(=O)C1	-10.7	4.0%
O=C1/C(=C/c2ccco2)Oc2c1ccc(O)c2CN1CCCCC1	-5.2	2.4%
CCN(CC(=O)Nc1c(F)cccc1F)C(=O)CCNC(=O)c1ccco1	nt	?
COc1ccccc1OCC(=O)O/N=C(\N)c1ccccn1	nt	-0.1%
COc1cc2c(cc1OC)CN(C(=O)/C=C/c1ccc(F)cc1)CC2	nt	?
CCCCN(C)C(=O)C1CCN(Cc2cccc(OCc3ccccc3)c2)CC1	nt	?
COC(=O)c1sccc1NC(=O)/C=C/C(=O)O	6.0	6.4%
NNC(=O)c1cccc(COc2ccc(Br)cc2)c1	-2.5	6.7%
CN(C)c1ccc(/C=N/Nc2cc(N3CCOCC3)nc(N3CCOCC3)n2)cc1	0.1	4.1%
CC1CC(C)CN(C(=O)CSc2nc3ccsc3c(=O)n2Cc2ccccn2)C1 (stereo not drawn)	nt	?
O=C(COc1ccc(Cl)cc1)NNC(=O)C(=O)N1CCCCC1	-9.3	1.0%
CSc1ccc(S(=O)(=O)N2CCC(C(=O)Nc3ccccc3C(F)(F)F)CC2)cc1	0.9	i
O=c1[nH]n(-c2ccc(Cl)cc2)c(=O)c(Cl)c1Cl	nt	?
Nc1nc(N)c(Cc2ccc(Cl)cc2Cl)c(N)n1	9.0	-9.2%
Cc1ccc2c(CN3CC(C)CC(C)C3)cc(=O)oc2c1C (stereo not drawn)	nt	?
CCOc1ccc(CCNC(=O)C(C)n2nc(C)n3c(cc4occc43)c2=O)cc1OCC (stereo not drawn)	nt	?
Cc1ccnc(NC(=O)CCC(=O)N(CC(=O)NC2CCCCC2)Cc2cccs2)c1	-29.5	-12.1%
COC(=O)c1[nH]c2ccc(F)cc2c1NC(=O)CCN1CCN(Cc2ccc3c(c2)OCO3)CC1	nt	?
Cc1ccc(NC(=O)Cc2ccc(Cl)c(Cl)c2)cc1S(=O)(=O)N(C)C	nt	?
CCCOc1cccc(C2C(C(=O)c3cccs3)=C(O)C(=O)N2Cc2cccnc2)c1 (stereo not drawn)	5.9	-11.4%
Cc1ccc2oc(=O)c3cc(C(=O)N4CCN(C(=O)c5ccco5)CC4)sc3c2c1	-8.6	-6.0%
CC1CCN(C(=O)CSc2nc3ccccc3c(=O)n2Cc2ccc3c(c2)OCO3)CC1	-7.8	-17.9%
O=C1[C@@H]2C(c3ccc(F)cc3)=NO[C@@H]2C(=O)N1Cc1ccccc1	6.2	7.4%
CCn1cc(C(=O)OCC(=O)Nc2cc(S(=O)(=O)N(C)C)ccc2C)c(=O)c2ccc(C)nc21	nt	?
CCOc1c(CNCCNC(=O)c2nonc2N)cccc1OC	nt	?
COC(=O)c1cc(OC)c(OC)cc1NC(=O)c1ccco1	nt	?
COc1cccc(NC(=O)Cn2nnc(C(=O)Nc3cc(Cl)ccc3OC)c2N)c1	nt	?
O=C(CSc1ncnc2ccccc12)Nc1cc(S(=O)(=O)N2CCCCC2)ccc1Cl	nt	?
COc1ccc(S(=O)(=O)Nc2ccccc2C(=O)NC(C)(C)C)cc1OC	nt	i
COc1ccc(-c2noc(CSc3nnc(-c4ccncc4)n3-c3ccc(F)cc3)n2)cc1OC	nt	?
O=C(NC1=NCCS1)c1ccc(Cl)s1	nt	i
CCOc1ccccc1N1CCN(C(=O)CC(C)(C)C)CC1	nt	?
O=C(Cc1ccccc1)Nc1ccc(NC(=O)c2cccc(Cl)c2)cc1	-3.6	9.4%
CC(C)[C@H](NC(=O)c1ccccc1)C(=O)OCC(=O)NCc1ccc(F)cc1	-22.8	-24.2%

Continuation.
molecule	Lipid storage S3 cell count max	Lipid storage S3
CCOC(=O)c1nn(-c2ccc(C)c(Cl)c2)c(=O)c(C#N)c1C	nt	?
CCOc1ccccc1-n1c(SCC(=O)N2CCCC2)nnc1-c1ccc(O)cc1	-10.3	13.2%
NC(=O)C(c1cccc(Cl)c1)c1ncc(C(F)(F)F)cc1Cl (stereo not drawn)	nt	?
COc1cc2[nH]c(=O)n(Cc3ccc(C(=O)NC4CCCC4)cc3)c(=O)c2cc1OC	nt	i
CC(C)(C)NC(=O)COc1ccc(CNCc2cccnc2)cc1	-8.4	11.3%
N#CCSc1nc2cc(C(=O)N3CCC(C(N)=O)CC3)ccc2c2nc3ccccc3n12	nt	?

Source: PubChem BioAssay (National Center for Advancing Translational Sciences (NCATS))
